TPT1 inhibitor = C. albicans TPT1 enzyme inhibition; 300,000 tested, 0.81% active; recombinant caTPT1, FP RNA substrate dephosphorylation; inhibition, % at 5 µM;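 active means inhibition above the mean of all tested compounds plus 3 SD, set per screening campaign, cut at about 24% in these data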;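 further: plate controls were DMSO alone for no effect and ferristatin control at 100 nM for full effect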
CTSL1 counter = counter-screen for PFM18AAP inhibitors: inhibitors of F. hepatica cathepsin L1; recombinant F. hepatica cathepsin L1, Z-Leu-Arg-MCA fluorescence; inhibition, % at 5.96 µM; 300,000 tested, 0.49% active; AID 1906;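 active means inhibition above the mean of all tested compounds plus 3 SD, set per screening campaign, cut at about 17% in these data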;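 further: 0% = plate median of test compound wells and 100% = 1 µM Z-Phe-Ala-diazomethylketone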
Efflux pump mplx = antifungal efflux pump inhibition, Nile Red retention; S. cerevisiae Candida pump triplex; inhibition, % at 10 µM; 330,000 tested, 0.44% active;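 active means plate passing quality check with inhibition over a set limit, or well fluorescence over plate mean plus 4 SD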;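 further: Nile Red retained in pooled yeast measured as flow cytometry median fluorescence; 0% = buffer negative control and 100% = Enniatin B positive control; higher means more Nile Red kept so more efflux inhibition; some compounds called inactive have numbers as strong as hits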
PP5 inh = PP5 (human) phosphatase inhibition | P53041 | purified PP5c, OMFP substrate fluorescence | inhibition, % at 6.7 µM | 320,000 tested, 0.18% active | AID 1987;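 active means inhibition above the campaign's mean inhibition across all tested compounds plus 3 SD, cut at about 9.5% in these data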;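 further: 0% = DMSO only and 100% = 100 µM cantharidin control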
JMJD2C inh = human JMJD2C demethylase inhibition | GST-JMJD2C(1-420) H3K9me3 demethylation, DELFIA europium | 330,000 tested, 0.069% active | inhibition, % at 2.35 µM | Q9H3R0 | AID 2099;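 active means more than half of a compound's replicate wells show inhibition beyond 50%, single wells judged on their own value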;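 further: signal counts dimethyl H3K9 product captured on neutravidin plate; 0% = median of DMSO wells and 100% = 0.3 times that DMSO median; strong numbers were not always called active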
PP1 counter = counter-screen for PP5 inhibitors: inhibitors of human PP1-alpha | purified PP1alpha, OMFP fluorescence | inhibition, % at 6.7 µM | P62136 | 320,000 tested, 0.9% active | AID 2235;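 active means inhibition above the mean inhibition of all tested compounds plus 3 SD, computed separately for each screening campaign, cut at about 15% in these data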
Target sequence (P62136 whole entry, looked up): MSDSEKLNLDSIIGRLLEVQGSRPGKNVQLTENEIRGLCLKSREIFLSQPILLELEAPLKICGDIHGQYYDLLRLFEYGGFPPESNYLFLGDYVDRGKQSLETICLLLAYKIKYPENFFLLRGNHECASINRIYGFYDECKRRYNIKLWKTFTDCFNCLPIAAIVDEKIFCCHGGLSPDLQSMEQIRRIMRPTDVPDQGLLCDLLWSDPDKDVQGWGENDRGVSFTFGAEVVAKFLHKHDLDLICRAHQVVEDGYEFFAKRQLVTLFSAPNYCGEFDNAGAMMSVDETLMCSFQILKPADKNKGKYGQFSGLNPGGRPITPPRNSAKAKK
PREPL inhibitor = inhibits the human prolyl oligopeptidase-like enzyme | Q4J6C6 | recombinant PREPL, fluorescence polarization activity-based probe | inhibition, % at 5.96 µM | 320,000 tested, 0.68% active; in the data active means inhibition above about 43%;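 further: 0% = enzyme with DMSO and 100% = wells lacking enzyme; many of its hits are not listed in these tables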
Target sequence (Q4J6C6 whole entry, looked up): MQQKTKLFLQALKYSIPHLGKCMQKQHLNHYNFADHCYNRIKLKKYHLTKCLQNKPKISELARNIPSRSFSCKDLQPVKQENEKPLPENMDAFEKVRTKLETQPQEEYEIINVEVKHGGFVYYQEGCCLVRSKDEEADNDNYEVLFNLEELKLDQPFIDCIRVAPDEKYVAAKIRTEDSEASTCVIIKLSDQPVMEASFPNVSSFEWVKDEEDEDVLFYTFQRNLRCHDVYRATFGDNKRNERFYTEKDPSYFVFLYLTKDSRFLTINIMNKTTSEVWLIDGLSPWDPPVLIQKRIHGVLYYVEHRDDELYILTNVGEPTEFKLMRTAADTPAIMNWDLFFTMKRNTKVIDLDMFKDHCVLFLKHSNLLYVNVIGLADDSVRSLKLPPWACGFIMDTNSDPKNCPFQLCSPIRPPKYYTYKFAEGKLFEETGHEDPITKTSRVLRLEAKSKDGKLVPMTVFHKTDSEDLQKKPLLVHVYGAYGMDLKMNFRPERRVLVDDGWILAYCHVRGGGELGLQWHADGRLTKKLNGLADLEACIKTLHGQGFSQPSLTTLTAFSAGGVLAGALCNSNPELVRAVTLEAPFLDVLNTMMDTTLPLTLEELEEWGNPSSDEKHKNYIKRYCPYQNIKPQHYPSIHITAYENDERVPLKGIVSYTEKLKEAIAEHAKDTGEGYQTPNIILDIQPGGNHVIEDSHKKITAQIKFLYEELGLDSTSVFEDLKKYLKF
LYPLA2 counter = LYPLA2 (human) inhibition in PME1 counter-screen | O95372 | 320,000 tested, 0.38% active | inhibition, % at 5.9 µM | recombinant LYPLA2, FP-Rh probe fluorescence polarization;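 active means inhibition above the screen-wide mean plus 3 SD, limit set per campaign, cut at about 26% in these data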;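 further: 0% = LYPLA2 with DMSO and 100% = wells lacking LYPLA2 enzyme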
core dimer inh = blocks dimerization of HCV core protein; TR-FRET GST/Flag-core106 dimerization, 1536-well; inhibition, % at 5 µM; 300,000 tested, 0.33% active;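 active means inhibition above the mean of all tested compounds plus 3 SD, set per screening campaign, cut at about 45% in these data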
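System: GST/Flag-tagged HCV core106 proteins. Incubation: compound-protein-antibody incubation 4 h at 22.5 °C. Technique: HTRF with 340 nm excitation, 617/671 nm emission. Medium: KF-containing HEPES buffer, pH 7.45, DTT, CHAPS, BSA. Read-out: inhibition (%) from 671 over 617 nm ratio. Also added: Eu(K)-anti-GST 90 ng/mL plus XL665-anti-Flag 1 µg/mL.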
* = called active by the depositor; . = no result given; & = joins results of further samples. This is a subset; count on the stated rates, not on these rows.

SMILES	TPT1 inhibitor	CTSL1 counter	Efflux pump mplx	PP5 inh	JMJD2C inh	PP1 counter	PREPL inhibitor	LYPLA2 counter	core dimer inh
CCn1ncc(Br)c1C(=O)Nc1ccc(F)cc1F	-3	-3	0.1	0.8	4	-6	-5	1	9
Cc1cc(=O)n2nc(N3CCCC(C(=O)NCCC4=CCCCC4)C3)sc2n1 (stereo not given)	-3	4	0.0	-7.7	0	-3	4	-1	-7
CCN(CC(=O)Nc1ccccc1C(F)(F)F)C(=O)CCc1nc2sc3c(c2c(=O)[nH]1)CCCC3	8	9	0.0	-0.7	7	0	15	5	18
Brc1ccc(OCCCCN2CCCCC2)cc1	0	-4	0.1	4.8	-14	-4	7	-1	-10
Nc1c(N(Cc2ccco2)C(=O)COc2ccccc2)c(=O)[nH]c(=O)n1Cc1ccccc1	.	.	0.0	0.6	.	-2	9	3	.
COC(=O)c1ccccc1Oc1c(F)c(F)nc(N2CCOCC2)c1F	1	0	-0.3	5.5	12	-2	17	3	0
CC(C)(C)OC(=O)NC(Cc1ccccc1)C(=O)NC(CSC1CCCCO1)C(=O)NN (stereo not given)	3	-6	0.4	3.2	4	-1	15	5	-6
NC(=O)c1oc2ccccc2c1NC(=O)CCc1ccccc1	2	-1	0.0	2.4	3	2	1	1	-3
CCC(c1nnc(SCC(=O)Nc2ccc(C(C)=O)cc2)n1C1CCCCC1)N(C)C (stereo not given)	-5	0	-0.1	-1.1	-6	1	3	2	-4
CC(=O)Nc1nnc(CCS(=O)(=O)c2ccc(C)c(C)c2)s1	-4	5	-0.2	-3.1	1	-2	23	7	-5
CS(=O)(=O)N(CC(=O)NCc1cccnc1)C1CCCCC1	-1	-2	-0.1	-2.0	-12	3	7	0	-1
COc1ccc(CN2C(=O)c3cccnc3C2=O)cc1S(=O)(=O)N1CCOc2ccc(C)cc21	-1	0	0.0	2.8	-36	4	11	0	8
CC(C)OCCCn1c(SCC(=O)N2CCc3ccccc32)nc2ccccc2c1=O	1	-2	0.9	3.7	1	-4	10	0	9
Cc1c(C(=O)N/N=C/C(C)C)[nH]c2c([N+](=O)[O-])cccc12	1	-4	0.1	0.7	-12	-3	-3	-5	-4
CCC(=O)c1ccccc1OCCN1CCN(CC)CC1	-1	0	0.0	0.5	-3	1	-2	-3	2
COc1ccccc1N1CCN(C(=O)c2nn(C)c3c2CS(=O)(=O)c2ccccc2-3)CC1	-2	1	-0.1	1.3	-38	0	4	-3	-3
COc1ccc(-c2ccc(SCC(=O)NC3CCCCC3)nn2)cc1OC	-3	-19	0.4	2.5	-9	3	17	2	-13
CCOc1ccc(/C(O)=C2/C(=O)C(=O)N(CC3CCCO3)C2c2cccs2)cc1 (stereo not given)	3	-4	-0.1	2.8	4	-1	2	2	-3
COc1ccc(C(C)(C)C)cc1NC(=O)COC(=O)c1nc2nccc(C)n2n1	.	.	0.0	2.2	0	0	-2	4	.
CC1Cc2ccccc2N1C(=O)CSc1nn2c(=O)c(C(C)(C)C)nnc2s1 (stereo not given)	5	5	0.4	3.3	2	-8	-2	3	3
CN(C)c1ccc(C(CNC(=O)COc2ccc(Cl)cc2)N2CCCC2)cc1 (stereo not given)	3	0	0.2	-1.2	35	0	67*	-3	-5
CN(C)c1ccc(C=Nc2ccc(N(C)C)cc2)cc1	1	1	0.0	2.0	2	0	38	-1	-79
COC(=O)c1c(NC(=O)C(C)(C)C)sc2c1C(C(=O)OC)CC2 (stereo not given)	-2	1	0.0	0.9	0	-4	7	0	-2
COc1ccccc1-c1nnc(NC(=O)c2ccc(S(=O)(=O)N3CCCC3)cc2)o1	-1	8	0.1	-5.8	-5	-8	4	-6	-16
O=C(O)C1CC=CCC1C(=O)Nc1ccccc1Cl (stereo not given)	-1	16	-0.1	-6.4	7	-1	7	3	-6
Continued.
SMILES	TPT1 inhibitor	CTSL1 counter	Efflux pump mplx	PP5 inh	JMJD2C inh	PP1 counter	PREPL inhibitor	LYPLA2 counter	core dimer inh
COc1cc(Cl)cc(C=O)c1OCC(=O)O	1	3	0.3	-3.6	7	-7	7	-10	1
CNC(=O)Cn1nc(-c2ccc(Cl)cc2)c2ccccc2c1=O	-5	-2	-0.4	0.0	4	5	2	1	-4
CCOC(=O)c1c(/N=C/C2C(=O)CC(C)(C)CC2=O)sc2c1CCCC2	-2	2	0.0	2.7	-3	3	7	-8	-5
O=C(Nc1ccccc1N1CCCC1)c1ccccc1F	-2	0	-0.1	3.4	6	-2	10	10	-3
Cc1ccc(S(=O)(=O)c2ccc(Cl)cc2)cc1S(=O)(=O)N1CCOCC1	-1	-2	0.4	4.6	-4	8	1	3	-1
c1ccc(CNc2ncnc3c2cnn3-c2ccccc2)cc1	-2	2	0.0	-1.0	16	-1	-5	6	1
COc1ccc(Nc2ncccc2C(=O)NCc2ccccc2)cc1	-1	1	-0.2	3.8	-5	2	21	0	-3
COc1ccc(C(=O)Nc2nncs2)cc1S(=O)(=O)N1CC(c2ccccc2)CC1=O (stereo not given)	0	-1	-0.4	1.1	3	4	21	5	5
COC(=O)c1sc2ccccc2c1NC(=O)c1ccc(S(=O)(=O)N2CCCCC2)cc1	2	0	0.6	-0.7	-9	-2	-2	-4	16
Cc1cc(C)n(C(=O)C(C)N2C(=O)c3ccccc3C2=O)n1 (stereo not given)	-3	0	-0.2	-1.1	6	2	11	-8	-2
CC(C)CNC(=O)c1c(F)c(F)c(F)c(F)c1F	-3	0	-0.1	-0.3	-1	1	8	3	1
CCOc1ccc(CN(C)C(=O)c2cccnc2SC)cc1OC	1	-7	-0.3	0.8	9	-4	1	4	-1
O=[N+]([O-])c1cccc(NC(=S)Nc2nc(-c3ccc(Cl)cc3Cl)cs2)c1	-4	5	0.1	4.6	2	-1	11	-11	0
CC(C)CC(=O)N1CCN(Cc2ccc3ccccc3c2)CC1	-3	0	0.5	4.3	4	3	32	1	0
Cc1cc(C)c(C#N)c(SC(F)F)n1	1	0	0.0	1.1	-1	-4	-2	5	-2
CN1C(=O)CC(c2ccccc2)C1=O (stereo not given)	-4	2	-0.2	-1.8	.	0	6	1	9
O=C(Cn1cnc2c(cnn2-c2ccc(F)cc2)c1=O)NCC1CCCO1 (stereo not given)	-4	0	0.1	-0.8	7	-3	0	1	-1
Cc1ccc(NNC(=O)c2cc(C(C)(C)C)nn2Cc2ccccc2)cc1	-4	-6	0.0	2.0	-8	-2	28	4	1
O=C(CCN1CCN(C/C=C/c2ccccc2)CC1)Nc1ccccc1F	-3	-3	-0.1	4.0	12	0	2	8	-9
COc1ccc(NC(=O)CN(C)C(=O)c2cc(-c3ccncc3)nc3ccccc23)cc1	0	8	-0.1	-2.1	-1	-5	-8	-7	-3
COc1ccc(C2C3=C(CCCC3=O)Nc3nc(SCc4ccc(C(=O)O)cc4)nn32)cc1OC (stereo not given)	-2	5	-0.1	0.9	1	0	-2	-3	-2
CC(C)(C)c1ccccc1OCCOCCNCc1ccccc1	3	4	-0.3	0.2	3	2	-9	5	-3
Cn1cnnc1SCC(=O)Nc1c(F)cc(F)cc1Br	0	3	-0.1	-2.2	21	-2	3	2	-3
N#C/C(=C(/O)COc1ccccc1)c1nnc2n1CCCCC2	0	3	-0.1	0.0	1	-2	4	-1	5
CCCCn1c(SCC(=O)c2cc(OC)ccc2OC)nc2cc(S(N)(=O)=O)ccc21	-2	-3	-0.1	1.3	14&-14	3	-2	8	10
Next compounds follow.
SMILES	TPT1 inhibitor	CTSL1 counter	Efflux pump mplx	PP5 inh	JMJD2C inh	PP1 counter	PREPL inhibitor	LYPLA2 counter	core dimer inh
Cc1ccc(-c2nc(C(=O)NCCCN(C)C)cc3c2[nH]c2ccccc23)cc1	-2	2	-0.1	0.4	2	3	-1	0	-11
O=C(NNC(=S)NC(=O)c1ccccc1[N+](=O)[O-])c1ccccc1	-3	2	0.1	1.1	-13	1	0	-5	-4
O=C(C[N+]1(CC#Cc2ccccc2)CCOCC1)c1ccccc1	3	1	0.2	2.5	1	-3	11	-3	-2
O=C(c1ccco1)N1CCN(S(=O)(=O)c2ccc(Br)s2)CC1	2	-5	-0.1	0.6	-10	-4	-15	4	-4
Cc1ccc(C(=O)c2c(NC(=O)c3cccnc3)sc3c2CCCC3)cc1	-2	2	-0.1	1.4	-25	3	4	-1	0
CCOc1ccc(OCCC(=O)N(CC)CC(=O)Nc2ccccc2C(F)(F)F)cc1	0	-2	0.2	-0.9	7	-6	2	1	-1
COC(=O)c1cccc(NC(=O)c2ccc[n+]([O-])c2)c1	-2	-2	-0.1	-0.1	7	-4	12	-1	5
Fc1cccc(C2NC(=S)NC3=C2N2CCC3CC2)c1 (stereo not given)	-3	1	-0.1	-1.6	2	-3	10	5	1
Cc1cc(N2CCC(C(=O)NC3CC3)CC2)nc(-c2ccccc2)n1	0	0	0.1	3.7	7	5	2	1	3
O=C(CCN1C(=O)c2ccccc2C1=O)NCc1ccccc1	-1	3	0.0	0.9	-4	-5	-9	-3	10
C=CCn1c(C)cc(C(=O)CSc2nnc3c(Cl)cc(Cl)cn23)c1C	-2	-2	-0.2	1.5	2	-8	-1	0	0
COc1ccc(S(=O)(=O)NCCc2ccncc2)cc1	-3	3	0.6	3.4	-8	-1	-9	-6	-10
O=C(CSCc1c(F)cccc1Cl)NCC1CCCO1 (stereo not given)	3	1	0.1	0.6	-22	-2	6	1	-1
Cc1ccnc(NC(=O)Cc2ccc(-c3ccccc3)cc2)c1	-2	-2	0.1	3.7	4	2	7	-6	16
O=C(O)/C=C/C(=O)Nc1nc(-c2ccc3ccccc3c2)cs1	-2	1	0.0	0.4	-5	0	8	-1	3
Cc1ccc(NC(=O)c2cc(S(=O)(=O)NCCC3=CCCCC3)ccc2F)cc1	-1	6	0.0	2.3	44	6	-2	-26	3
Cc1ncc(CO)c(/C=N/NC(=S)Nc2ccc(F)cc2)c1O	13	5	-0.2	-0.6	-3	2	24	-4	-2
O=C(c1cccc(Br)c1)c1cn(-c2ccccc2)nc1C(=O)c1ccccc1	-6	-1	-0.1	6.9	8	9	-4	1	-2
CN(C)c1ccc2nsnc2c1[N+](=O)[O-]	-1	3	0.0	-1.0	9	-5	2	1	-1
CNC(=O)COC(=O)c1cc(SC)ccc1Cl	-1	4	0.1	0.1	2	0	4	11	1
c1ccc(SCc2nc3ccccc3[nH]2)cc1	-4	-4	-0.1	0.7	-6	2	-5	2	1
CCOC(=O)C1=C(COC(=O)/C=C/c2ccc([N+](=O)[O-])cc2)NC(=O)NC1C (stereo not given)	.	.	0.1	1.7	9	1	11	5	.
CCc1nnc(NC(=O)CN2CCN(Cc3ccccc3C)CC2)s1	1	-6	0.0	4.5	-8	-4	-1	11	-10
COc1ccccc1NC(=S)N(CCN(C)C)C(C)c1ccncc1 (stereo not given)	-2	-3	-0.1	-0.8	0	-3	-2	5	-2

An excerpt from above in order of the PREPL inhibitor value, lowest first.
compound	TPT1 inhibitor	Efflux pump mplx	PP5 inh	JMJD2C inh	PREPL inhibitor	core dimer inh
CC(C)(C)c1ccccc1OCCOCCNCc1ccccc1	3	-0.3	0.2	3	-9	-3
Cc1cc(C)c(C#N)c(SC(F)F)n1	1	0.0	1.1	-1	-2	-2
CNC(=O)Cn1nc(-c2ccc(Cl)cc2)c2ccccc2c1=O	-5	-0.4	0.0	4	2	-4

Marked active in PREPL inhibitor (from the list above):
structure	TPT1 inhibitor	Efflux pump mplx	PP5 inh	JMJD2C inh	PREPL inhibitor	core dimer inh
CN(C)c1ccc(C(CNC(=O)COc2ccc(Cl)cc2)N2CCCC2)cc1 (stereo not given)	3	0.2	-1.2	35	67*	-5

Assay outcomes: PubChem BioAssay, several laboratories
